# High-throughput results deposited in PubChem by several laboratories.
# Mtb BioA inh – BioA (M. tuberculosis) enzyme inhibition; purified M. tuberculosis BioA enzyme, plate reader; inhibition, % at 9.99 µM; 360,000 tested, 0.096% active; AID 602481; in the data active means inhibition above about 40%
# GDH-TPI inh – inhibits GDH-TPI coupling enzymes, artifact for Mtb FBA screen | GDH-TPI coupled enzyme counterscreen, NADH absorbance | inhibition, % at 4.8 µM | 360,000 tested, 1.2% active; in the data active means inhibition above about 30%;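 further: 0% = DMSO wells and 100% = wells lacking the enzyme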
# UGM FP inh – Mtb UDP-galactopyranose mutase inhibition. inhibition, % at 10 µM. P9WIQ1. AID 504406. 320,000 tested, 0.06% active. purified UGM, fluorescence polarization probe displacement; in the data active means inhibition above about 10%, passing the limit was not always enough
# MazEF act – activators of E. coli MazEF toxin-antitoxin RNase; P0AE70; FAM/BHQ RNA-DNA oligo cleavage fluorescence, 5 h; activation, % at 20 µM; 350,000 tested, 0.32% active; AID 504720; in the data active means activation above about 50%
# FBA Mtb inh – inhibitors of M. tuberculosis fructose-bisphosphate aldolase | P9WQA3 | inhibition, % at 1 µM | purified M. tuberculosis FBA, fluorescence read-out | 360,000 tested, 2.3% active; in the data active means inhibition above about 27%;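 further: 0% = vehicle and 100% = reference inhibitor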
# Target sequence (P9WQA3 whole entry, looked up): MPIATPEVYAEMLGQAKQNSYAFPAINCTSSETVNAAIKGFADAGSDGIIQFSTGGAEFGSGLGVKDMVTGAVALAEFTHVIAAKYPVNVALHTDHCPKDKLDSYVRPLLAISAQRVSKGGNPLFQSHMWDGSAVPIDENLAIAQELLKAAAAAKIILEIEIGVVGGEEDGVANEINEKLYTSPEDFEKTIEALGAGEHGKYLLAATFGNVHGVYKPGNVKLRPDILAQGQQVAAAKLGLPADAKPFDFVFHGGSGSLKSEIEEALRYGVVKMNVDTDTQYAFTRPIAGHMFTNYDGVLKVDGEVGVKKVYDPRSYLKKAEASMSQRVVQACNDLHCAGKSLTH
# BoNT-F LC inh – blocks Botulinum neurotoxin F light chain protease; 360,000 tested, 0.22% active; AID 588497; Multiplex microsphere protease cleavage assay, flow cytometry; inhibition, % at 10 µM; in the data active means inhibition above about 35%, passing the limit was not always enough; further: plate controls were buffer without enzyme for full effect and enzyme alone for no effect
# Rv3671c protease – Rv3671c (M. tuberculosis) protease inhibition. inhibition, % at 5.96 µM. 320,000 tested, 0.048% active. AID 2606; in the data active means inhibition above about 38%;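 further: extracellular domain of Rv3671c used as enzyme; 0% = enzyme with DMSO and 100% = no enzyme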
# Target sequence (P9WHR9 whole entry, looked up, the tested form may be a part): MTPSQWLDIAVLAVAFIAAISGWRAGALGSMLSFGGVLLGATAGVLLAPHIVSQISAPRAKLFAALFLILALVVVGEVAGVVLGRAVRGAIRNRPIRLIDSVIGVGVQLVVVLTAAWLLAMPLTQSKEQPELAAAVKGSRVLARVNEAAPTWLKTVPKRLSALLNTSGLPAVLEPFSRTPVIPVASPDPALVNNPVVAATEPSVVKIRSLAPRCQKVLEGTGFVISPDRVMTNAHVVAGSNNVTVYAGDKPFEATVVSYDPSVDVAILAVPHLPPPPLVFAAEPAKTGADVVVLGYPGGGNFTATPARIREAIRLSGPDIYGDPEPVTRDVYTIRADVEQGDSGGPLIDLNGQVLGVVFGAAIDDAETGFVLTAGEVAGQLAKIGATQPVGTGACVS
# FadD28 FP inh – inhibitors of Mycobacterium tuberculosis FadD28 bisubstrate binding; FadD28 bisubstrate probe binding, fluorescence polarization; inhibition, % at 12.5 µM; 360,000 tested, 0.22% active; in the data active means inhibition above about 8.5%, passing the limit was not always enough
# PrPC TRFRET – cell surface PrPC inhibition, primary TR-FRET screen; AID 720596; TR-FRET read-out; 370,000 tested, 0.43% active; P04156; inhibition, % at 13.8 µM; in the data active means inhibition above about 24%; further: 0% = median of the test wells and 100% = reference compound wells
# * hit, by the source's call; . = no result given; & = joins results of further samples.
# Abbreviations – A = Mtb BioA inh; B = GDH-TPI inh; C = UGM FP inh; D = MazEF act; E = FBA Mtb inh; F = BoNT-F LC inh; G = Rv3671c protease; H = FadD28 FP inh; I = PrPC TRFRET
CC1(C)C(C(=O)N2CCN(C(=O)c3ccccc3)CC2)C1(C)C
  A: -1.8 | B: -9 | C: -1.4 | D: 4 | E: -4 | F: -22 | G: 0 | H: -4.0 | I: -4
Cc1ccc(N(C(=O)c2csnn2)C(C(=O)NC2CCCC2)c2ccncc2)c(C)c1 (stereo not given)
  A: -2.1 | B: 1 | C: 4.5 | D: 6 | E: -1 | F: -8 | G: 1 | H: 0.6 | I: 0
Cc1[nH]nc2c1C1(CCN(Cc3ccccc3)CC1)C(C#N)=C(N)O2
  A: 17 | B: 12 | C: 2.6 | D: 18 | E: 3 | F: 33 | G: -2 | H: 1.2 | I: -4
Cc1csc(NC(=O)CSc2ccc3nnc(-c4ccncc4)n3n2)n1
  A: . | B: 8 | C: 0.9 | D: 1 | E: 1 | F: -2 | G: 8 | H: 0.6 | I: 1
CCN(CC(=O)NC(C)(C)C)C(=O)c1ccccc1SCC(=O)NC1CCCCCCC1
  A: 0.3 | B: 0 | C: -2.0 | D: 2 | E: 1 | F: 0 | G: -3 | H: -0.6 | I: 7
O=C(Nc1ccc(S(=O)(=O)O)cc1)c1ccc2c(c1)S(=O)(=O)c1ccccc1C2=O
  A: 0.3 | B: 26 | C: 3.3 | D: 5 | E: 5 | F: 12 | G: 0 | H: 3.8 | I: -44
O=C(c1cc(COc2ccc(F)cc2F)on1)N1CC[C@@H]2CCCC[C@H]2C1
  A: -0.3 | B: -5 | C: -1.5 | D: 3 | E: 0 | F: 2 | G: -4 | H: . | I: 5
CCOC(=O)CSc1nnc(COc2ccc3ccccc3c2)o1
  A: 1.4 | B: 7 | C: -1.6 | D: -1 | E: 1 | F: 20 | G: . | H: -2.7 | I: 12
O=C(c1ccc(Cn2c(=S)[nH]c3ccc(Br)cc3c2=O)cc1)N1CCN(C2CCCCC2)CC1
  A: -0.4 | B: 4 | C: -1.0 | D: -10 | E: -3 | F: 0 | G: -1 | H: 0.0 | I: 16
CCOC(=O)C(C)Oc1cc(C)cc2oc(=O)c3c(c12)CCCC3 (stereo not given)
  A: 0.7 | B: 13 | C: . | D: 2 | E: 75* | F: 5 | G: -6 | H: 0.7 | I: -8

# Next section; the last 4 above are carried over.
# Abbreviations – A = Mtb BioA inh; B = GDH-TPI inh; C = UGM FP inh; D = MazEF act; E = FBA Mtb inh; F = BoNT-F LC inh; G = Rv3671c protease; H = FadD28 FP inh; I = PrPC TRFRET
O=C(c1cc(COc2ccc(F)cc2F)on1)N1CC[C@@H]2CCCC[C@H]2C1
  A: -0.3 | B: -5 | C: -1.5 | D: 3 | E: 0 | F: 2 | G: -4 | H: . | I: 5
CCOC(=O)CSc1nnc(COc2ccc3ccccc3c2)o1
  A: 1.4 | B: 7 | C: -1.6 | D: -1 | E: 1 | F: 20 | G: . | H: -2.7 | I: 12
O=C(c1ccc(Cn2c(=S)[nH]c3ccc(Br)cc3c2=O)cc1)N1CCN(C2CCCCC2)CC1
  A: -0.4 | B: 4 | C: -1.0 | D: -10 | E: -3 | F: 0 | G: -1 | H: 0.0 | I: 16
CCOC(=O)C(C)Oc1cc(C)cc2oc(=O)c3c(c12)CCCC3 (stereo not given)
  A: 0.7 | B: 13 | C: . | D: 2 | E: 75* | F: 5 | G: -6 | H: 0.7 | I: -8
C=C1C(=O)O[C@@]23[C@H]1CC[C@@H](C)[C@@H]2CC[C@@]1(C)O[C@@H]31
  A: -0.8 | B: 3 | C: -0.3 | D: 1 | E: 7 | F: 8 | G: -3 | H: 2.2 | I: .
COc1cc(NC(=O)C2CCCN(S(=O)(=O)c3cccc4nsnc34)C2)cc(OC)c1 (stereo not given)
  A: -0.6 | B: 8 | C: 3.1 | D: -1 | E: -6 | F: 17 | G: -7 | H: -5.3 | I: -24
Cc1nnsc1C(=O)N/N=C/c1cccc(C(F)(F)F)c1
  A: . | B: 6 | C: -4.4 | D: 11 | E: -4 | F: -5 | G: -6 | H: -0.9 | I: 1
C(=C\c1ccc2nncn2c1)/c1ccccc1
  A: 0.5 | B: 13 | C: . | D: . | E: 50* | F: -6 | G: . | H: -1.6 | I: -5
O=C1NC(=O)N(Cc2ccccc2F)C1=O
  A: -1.9 | B: -12 | C: -0.7 | D: 10 | E: 0 | F: -19 | G: -1 | H: -1.5 | I: -1
O=C(CN1CCN(S(=O)(=O)c2ccc(F)cc2)CC1)Nc1ccccc1F
  A: 2.5 | B: 2 | C: -1.4 | D: 8 | E: 1 | F: 2 | G: 6 | H: -2.2 | I: -1
CC(C)Nc1nc(SCC(N)=O)nc(N2CCOCC2)n1
  A: -0.7 | B: 7 | C: 3.8 | D: -4 | E: -4 | F: -2 | G: 4 | H: -3.9 | I: 8
Clc1ccc2c(NCc3ccccc3)ccnc2c1
  A: 0.9 | B: 14 | C: -1.1 | D: 25 | E: 0 | F: 0 | G: -3 | H: -5.7 | I: 18
CCOC(=O)C(=CN=C(N)Nc1nc2ccccc2o1)C(=O)OCC
  A: -2.4 | B: 16 | C: -0.9 | D: -2 | E: 32* | F: -1 | G: 0 | H: 0.1 | I: 0
CSc1nc2sc3c(c2c2nnnn12)CCCC3
  A: . | B: 22 | C: 0.0 | D: 23 | E: 2 | F: 4 | G: 2 | H: 0.2 | I: 4

# Rewritten field by field: entries from further up
O=C(c1cc(COc2ccc(F)cc2F)on1)N1CC[C@@H]2CCCC[C@H]2C1
  Mtb BioA inh = -0.3
  GDH-TPI inh = -5
  UGM FP inh = -1.5
  MazEF act = 3
  FBA Mtb inh = 0
  BoNT-F LC inh = 2
  Rv3671c protease = -4
  FadD28 FP inh = .
  PrPC TRFRET = 5

Cc1ccc(N(C(=O)c2csnn2)C(C(=O)NC2CCCC2)c2ccncc2)c(C)c1 (stereo not given)
  Mtb BioA inh = -2.1
  GDH-TPI inh = 1
  UGM FP inh = 4.5
  MazEF act = 6
  FBA Mtb inh = -1
  BoNT-F LC inh = -8
  Rv3671c protease = 1
  FadD28 FP inh = 0.6
  PrPC TRFRET = 0

C(=C\c1ccc2nncn2c1)/c1ccccc1
  Mtb BioA inh = 0.5
  GDH-TPI inh = 13
  UGM FP inh = .
  MazEF act = .
  FBA Mtb inh = 50*
  BoNT-F LC inh = -6
  Rv3671c protease = .
  FadD28 FP inh = -1.6
  PrPC TRFRET = -5

CC1(C)C(C(=O)N2CCN(C(=O)c3ccccc3)CC2)C1(C)C
  Mtb BioA inh = -1.8
  GDH-TPI inh = -9
  UGM FP inh = -1.4
  MazEF act = 4
  FBA Mtb inh = -4
  BoNT-F LC inh = -22
  Rv3671c protease = 0
  FadD28 FP inh = -4.0
  PrPC TRFRET = -4

# Next section.
# The line under a structure holds: Mtb BioA inh	GDH-TPI inh	UGM FP inh	MazEF act	FBA Mtb inh	BoNT-F LC inh	Rv3671c protease	FadD28 FP inh	PrPC TRFRET
Oc1c(Cl)cc(Cl)cc1C1=NNC(c2ccc(Cl)cc2)C1 (stereo not given)
    .	-12	.	2	3	-7	.	-1.4	.
CN(C)c1ccc(/C=C2\CCC/C(=C\c3ccccc3)C2=O)cc1
    -0.6	-14	-0.4	-448	-10	-2	-23	-1.5	8
Cc1cc(N2CCN(Cc3cn(C)nc3-c3cccc(Cl)c3)CC2)cc(C)n1
    .	-7	0.6	16	-6	-1	5	-4.8	2
COc1ccc(NC(=O)N2CCOCC2)cc1
    -2.0	0	0.7	-15	4	10	-9	-0.8	4
CCC(C)[C@H](NC(=O)NC1CCN(Cc2ccccc2)CC1)C(=O)OC (stereo not given in full)
    -2.0	5	1.1	-6	-1	3	12	0.3	1
C[C@@H]1CN([C@H](C)CO)C(=O)CCCn2nncc2CO[C@@H]1CN(C)S(=O)(=O)c1ccc(Oc2ccccc2)cc1
    0.7&0.5&0.8	6	.	8	0	-3	.	0.2	-5
CC1CCCN(CCC(=O)Nc2ccc3c(c2)CCC3)C1 (stereo not given)
    -0.5	3	0.1	1	0	-13	2	-2.6	1
CSc1ccccc1-c1nnc(-c2ccc(C)cc2)o1
    .	10	0.1	4	6	-1	-5	-1.9	6
Cc1ccc(C(=O)NCc2ccc3c(c2)OCO3)c(Cl)c1
    -0.2	6	.	0	4	4	.	0.3	-6
